NS3 helicase inh – inhibitors of HCV NS3 helicase, primary screen, biochemical, Cy5 molecular beacon fluorescence | Hepatitis C virus NS3 helicase | NS3 helicase DNA unwinding | inhibition, % at 10.9 µM | actives 0.56% (n = 290,000);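 active means inhibition above the mean of all tested compounds plus 3 SD, set per campaign, cut at about 35% in these data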;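 further: 0% = DMSO wells and 100% = thioflavine S control wells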
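Compound dosing – single dose, 10.9 µM nominal final, DMSO 0.8% final · System – NS3 helicase fragment of HCV · Buffer or medium – MOPS pH 6.5, MgCl2, DTT, Tween20, BSA · Signal – Cy5 beacon fluorescence read at start and 1 h · Also added – annealed dual-labelled DNA beacon duplex, ATP-started · Schedule – 1 h at 25 °C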
GalR3 antag – GalR3 antagonists in HEK293 cells, primary screen, cell-based, fluorescence readout; Galanin receptor type 3 (Homo sapiens), O60755; inhibition, % at 3 µM; HEK293 GalR3-CNG cAMP membrane potential fluorescence; galR3 body fused to GalR1 C-terminus; actives 0.44% (n = 360,000);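 active means inhibition above the screen-wide average plus 3 SD, cut at about 13% in these data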;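 further: forskolin and galanin both at EC90 stimulate the cells; cAMP rise reported by CNG channel membrane potential dye signal; 0% = forskolin plus galanin with DMSO and 100% = forskolin alone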
Target sequence (O60755 1-299 limits assumed): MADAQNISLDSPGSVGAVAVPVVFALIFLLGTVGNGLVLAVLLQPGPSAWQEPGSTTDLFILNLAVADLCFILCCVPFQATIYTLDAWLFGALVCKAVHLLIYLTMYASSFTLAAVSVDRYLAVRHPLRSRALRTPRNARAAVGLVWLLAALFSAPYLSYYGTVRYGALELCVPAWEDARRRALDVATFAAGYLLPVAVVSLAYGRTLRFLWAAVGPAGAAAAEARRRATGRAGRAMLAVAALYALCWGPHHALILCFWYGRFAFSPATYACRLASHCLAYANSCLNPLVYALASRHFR
PHOSPHO1 inh – PubChem AID 1565; recombinant PHOSPHO1, absorbance phosphatase assay; Phosphoethanolamine/phosphocholine phosphatase (Homo sapiens), Q8TCT1; actives 1.1% (n = 290,000); inhibition, % at 13.3 µM; in the data active means inhibition above about 60%
Target sequence (Q8TCT1 whole entry, looked up): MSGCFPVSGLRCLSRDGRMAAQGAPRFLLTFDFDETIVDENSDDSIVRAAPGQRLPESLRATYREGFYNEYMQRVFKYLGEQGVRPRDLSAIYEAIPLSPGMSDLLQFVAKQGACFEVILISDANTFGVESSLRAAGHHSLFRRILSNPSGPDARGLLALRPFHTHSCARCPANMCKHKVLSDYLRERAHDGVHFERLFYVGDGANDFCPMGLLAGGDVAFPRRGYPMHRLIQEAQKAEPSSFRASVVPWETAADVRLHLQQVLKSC
IMP-1 inhibitor – IMP-1 metallo-beta-lactamase inhibitors, primary screen, biochemical, epi-absorbance readout, Pseudomonas aeruginosa enzyme; metallo-beta-lactamase IMP-1 (Pseudomonas aeruginosa); purified IMP-1, nitrocefin hydrolysis, epi-absorbance fluorescence; inhibition, % at 5.6 µM; actives 0.45% (n = 290,000); AID 1556, 2009;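 active means inhibition above the mean plus 3 SD of all compounds in the same screening run, cut at about 4.5% in these data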;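 further: 0% = IMP-1 with DMSO and 100% = DMSO wells lacking enzyme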
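assay system = purified recombinant IMP-1 metallo-beta-lactamase enzyme | schedule = 15 min preincubation plus 25 min reaction at 25 °C | signal = Epi-absorbance fluorescence, 480 nm excitation, 530 nm emission | read-out basis = percent inhibition from optical density relative to buffer-blank wells | controls = IMP-1 with DMSO as 0%, enzyme-free DMSO as 100%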
DNA FID counter – compounds displacing fluorescent DNA intercalator, primary screen, artefact control for HCV NS3 helicase inhibitor project, biochemical, FID fluorescence | DNA fluorescent intercalator displacement | inhibition, % at 7.9 µM | actives 0.17% (n = 290,000); in the data active means inhibition above about 37%;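 further: 0% = vehicle and 100% = reference compound; higher means more ethidium bromide displaced from hairpin DNA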
GPR7 antag – GPR7 receptor antagonists, primary screen, cell-based, fluorescence, single concentration; AID 1861, 2009; inhibition, % at 4.4 µM; actives 1.1% (n = 290,000); Neuropeptides B/W receptor type 1 (Homo sapiens), P48145; GPR7-expressing cells, fluorescence antagonist assay; in the data active means inhibition above about 16%, passing the limit was not always enough;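 further: cells stimulated with the agonist NPW; 0% = agonist with vehicle and 100% = vehicle without agonist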
OXTR ag – human OXTR agonists, primary screen, fluorescence, CHO-OTR cells, Fluo-8 calcium | activation, % at 3 µM | actives 0.32% (n = 320,000) | AID 2435, 2010 | Fluo-8 calcium fluorescence; normalized: DMSO 0%, oxytocin 100%;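 active means activation above the mean of all tested compounds plus 3 SD, cutoff set per screening run, cut at about 20% in these data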;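 further: peak over basal fluorescence ratio from a 100 s FLIPR kinetic read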
Target sequence (P30559 whole entry, looked up): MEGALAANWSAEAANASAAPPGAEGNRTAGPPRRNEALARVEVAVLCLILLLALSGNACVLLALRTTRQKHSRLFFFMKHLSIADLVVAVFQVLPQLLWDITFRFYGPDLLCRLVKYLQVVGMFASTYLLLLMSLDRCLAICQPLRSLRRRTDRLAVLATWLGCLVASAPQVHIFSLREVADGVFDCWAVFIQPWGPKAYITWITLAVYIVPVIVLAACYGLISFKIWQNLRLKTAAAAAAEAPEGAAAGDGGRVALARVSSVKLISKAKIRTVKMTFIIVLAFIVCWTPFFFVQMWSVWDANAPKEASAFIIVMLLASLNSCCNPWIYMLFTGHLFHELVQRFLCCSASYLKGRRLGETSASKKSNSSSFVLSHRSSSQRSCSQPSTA
VIM-2 inhibitor – VIM-2 metallo-beta-lactamase inhibitors, primary screen, biochemical, epi-absorbance readout, Pseudomonas aeruginosa enzyme; purified VIM-2, nitrocefin hydrolysis, epi-absorbance fluorescence; inhibition, % at 5.6 µM; actives 0.89% (n = 290,000);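 active means inhibition above the mean of all tested compounds plus 3 SD, cutoff set per screening run, cut at about 7.5% in these data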;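 further: red hydrolysis product quenches plate fluorescence so inhibitors raise well fluorescence; 0% = enzyme with DMSO and 100% = DMSO without enzyme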
V1aR counter – agonists of human V1a receptor, primary screen, counter-screen for OXTR agonist project, fluorescence, CHO-V1R cells; Vasopressin V1a receptor (Homo sapiens), P37288; Fluo-8 calcium fluorescence, agonist mode; 0% DMSO, 100% 3 nM vasopressin; activation, % at 3 µM; actives 0.25% (n = 320,000);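 active means activation above the mean activation of all tested compounds plus 3 SD, per screening run, cut at about 20% in these data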;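 further: signal is peak over basal fluorescence ratio across a 100 second FLIPR read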
The depositor's hits bear a star; / = no result given.

SMILES	NS3 helicase inh	GalR3 antag	PHOSPHO1 inh	IMP-1 inhibitor	DNA FID counter	GPR7 antag	OXTR ag	VIM-2 inhibitor	V1aR counter
O=C(NCCCNC(=O)c1ccc(-c2cc(Cl)ccc2Cl)o1)c1cnccn1	1	-6	-38	1.1	-47	4	3.3	3.9	5.5
COc1ccc2c(c1)cc(C(=O)N/N=C/c1c(O)c(C(=O)O)cc3ccccc13)n2C	80*	-12	9	0.5	-3	7	1.8	0.5	3.7
NC(=S)Nc1ccc(Cl)cc1Cl	4	-2	36	-0.8	-2	-18	0.0	-2.6	0.7
O=C(Nc1nc2ccc(F)cc2s1)Oc1ccccc1	5	-8	22	-2.1	-3	1	1.5	0.3	0.1
CC(C)(C)NC(=O)NC(=O)COC(=O)CNC(=O)c1cc(Cl)cc([N+](=O)[O-])c1	-8	-7	48	-2.2	2	-1	0.7	-1.1	0.8
O=C(N/N=C/c1cc2c(cc1[N+](=O)[O-])OCO2)c1cccnc1	25	-1	-25	-4.2	-4	-8	-0.5	-1.4	-0.4
CCOC(=O)N1CCC(NC(=O)CCN2C(=O)C3C4C=CC(C4)C3C2=O)CC1 (stereo unspecified)	-9	0	-10	-1.2	-3	-14	0.1	-0.7	-0.5
Cc1ccc(NC(=O)Nn2cnnc2)c(C)c1	-5	0	36	-1.4	-5	-18	0.0	-1.1	-0.3
CCOC(=O)c1cc(C)n(-c2ccccc2)c1C	0	1	43	-1.6	-3	-10	-2.7	-1.8	-0.8
Cc1ccn2c(C(=O)NN=C3CCN(C)CC3)c(C)nc2c1	-4	0	14	-1.9	-1	-3	0.0	-3.3	-0.4
Cc1ccc(C(=O)N/N=C\c2cc(Br)c(Br)o2)cn1	-9	-1	-4	-2.4	-5	5	0.8	-2.9	2.0
CCOC(=O)c1ccc(Nc2ncnc3nc[nH]c23)cc1	2	-2	2	-2.9	-7	3	-0.3	-3.1	0.3
Cc1ccc(C(C)NC(=O)C2CCCC2)c(C)c1 (stereo unspecified)	6	-4	19	-2.8	-4	-19	0.3	-1.2	0.7
CC(C)c1ccc(CNC(=O)C(=O)Nc2nccs2)cc1	2	-3	4	-1.1	-4	-3	-0.2	-2.9	0.6
NC(=O)c1nnn(-c2ccc([N+](=O)[O-])cc2)c1-c1ccccc1	16	-4	34	0.4	-1	-7	0.0	2.1	0.4
Fc1ccc(NC(=S)Nc2ccc3nccnc3c2)cc1	3	-6	44	-2.7	5	-9	-0.8	-1.5	-0.2
COc1cccc(/C=C/C(=O)NNC(=O)CCN2CCN(Cc3ccccc3)CC2)c1	-3	-2	48	-4.6	8	-11	-0.9	-4.9	0.1
COc1ccc(N2CCN(CCCNC(=O)CC3Oc4ccc(C)cc4NC3=O)CC2)cc1 (stereo unspecified)	1	0	10	-3.9	11	5	-1.2	-3.4	0.3
CCOC(=O)C1CCCN(C2CCN(Cc3nc(-c4ccccc4)no3)CC2)C1 (stereo unspecified)	5	-1	22	-1.6	2	-12	-0.8	-2.2	0.0
COc1ccc(S(=O)(=O)N2CCCC2)cc1C(=O)O	15	-8	/	1.9	-2	1	-0.1	2.2	1.3

Full records, quoted from the list. Order of values: NS3 helicase inh	GalR3 antag	PHOSPHO1 inh	IMP-1 inhibitor	DNA FID counter	GPR7 antag	OXTR ag	VIM-2 inhibitor	V1aR counter
Shown for COc1ccc(S(=O)(=O)N2CCCC2)cc1C(=O)O = 15	-8	/	1.9	-2	1	-0.1	2.2	1.3
Shown for NC(=O)c1nnn(-c2ccc([N+](=O)[O-])cc2)c1-c1ccccc1 = 16	-4	34	0.4	-1	-7	0.0	2.1	0.4
Shown for CCOC(=O)c1cc(C)n(-c2ccccc2)c1C = 0	1	43	-1.6	-3	-10	-2.7	-1.8	-0.8
Shown for CC(C)c1ccc(CNC(=O)C(=O)Nc2nccs2)cc1 = 2	-3	4	-1.1	-4	-3	-0.2	-2.9	0.6
Shown for COc1cccc(/C=C/C(=O)NNC(=O)CCN2CCN(Cc3ccccc3)CC2)c1 = -3	-2	48	-4.6	8	-11	-0.9	-4.9	0.1

Next compounds follow.
SMILES	NS3 helicase inh	GalR3 antag	PHOSPHO1 inh	IMP-1 inhibitor	DNA FID counter	GPR7 antag	OXTR ag	VIM-2 inhibitor	V1aR counter
O=[N+]([O-])c1ccc2nc(NCCCO)nc(-c3ccccc3)c2c1	2	2	-4	-0.2	-5	-4	-1.8	0.4	-0.3
O=C(CSc1nc2c(c(=O)n1-c1ccc(Br)cc1)SCC2)Nc1nccs1	3	1	34	-2.8	2	-2	-2.0	-2.5	0.1
CCOC(=O)CC1C(=O)NCCN1C(=O)c1ccc(Cl)c(Cl)c1 (stereo unspecified)	11	-8	27	-2.2	-6	-17	-0.5	-1.7	0.3
CC1(C)CC(=O)C2=C(C1)Oc1nc3ccccc3cc1C2C(C#N)C#N (stereo unspecified)	4	2	13	-0.8	-9	-6	-1.4	-1.6	-0.3
Cc1cc(C)n2nc(CCc3ccccc3)nc2n1	23	-2	15	0.8	-16	4	0.5	3.0	-0.2
O=C(NC1CCCCC1)C(c1ccccc1)N(C(=O)c1csnn1)C1CC1 (stereo unspecified)	-1	-5	14	-2.7	-22	-5	0.1	-0.9	-0.5
CN(Cc1cnccn1)C(=O)CC1C(=O)NCCN1Cc1cccc(F)c1 (stereo unspecified)	-4	3	-20	-1.1	-6	-4	-0.3	-1.3	-0.2
Cc1onc(-c2ccccc2)c1C(=O)N1CCN(c2ncccn2)CC1	-5	-5	32	-2.5	-5	-1	-0.8	-2.8	-0.1
Cc1ccccc1S(=O)(=O)NNC(=O)C(=O)NNc1ccccn1	7	-2	21	-2.8	-5	-5	0.3	-1.9	0.5
CCOC(=O)CNC(=O)CSc1nnc(-c2c[nH]c3ccccc23)n1CC	-3	2	-1	-1.1	-8	-8	1.2	-0.6	-0.7
O=C(COC(=O)CC12CC3CC(CC(C3)C1)C2)Nc1ncc(Cl)cc1Cl	4	-4	-9	-4.8	-30	-15	-1.4	-4.6	-0.6
CCCCNC(=O)c1cc(C)no1	-6	-4	-28	-3.4	-7	-14	0.3	-3.5	0.3
CCOc1nc(-c2ccccc2Cl)ccc1C#N	3	-7	7	-2.9	-2	4	-1.6	-2.3	-1.6
Cc1ccccc1CN1CCN(CC2CC3C=CC2C3)CC1 (stereo unspecified)	-7	-2	10	-2.7	5	13	-0.3	-0.9	0.8
O=C(c1ccco1)N1CCN(C(=O)c2cc(-c3ccccn3)nc3ccc(Cl)cc23)CC1	6	1	10	-3.8	-23	-8	-0.5	-4.7	0.0
COc1cc(C(=O)Nc2nc3ccc(S(=O)(=O)N4CCOCC4)cc3s2)cc(OC)c1OC	-93	-1	7	-4.2	-22	-25	-0.6	-2.5	-0.3
Cc1ccc(-n2nnc3c(=O)oc4ccccc4c32)cc1	1	-4	3	-2.0	-1	9	-0.1	0.8	0.4
O=C(COc1ncnc2ccccc12)Nc1ccc(Cl)c(S(=O)(=O)N2CCOCC2)c1	-9	-7	24	-4.7	-10	1	0.6	-1.1	1.6
COc1cccc(-c2nnc(NC(=O)Cc3cccs3)s2)c1	0	-5	30	-2.6	-3	4	1.3	-0.5	1.6
CC(C)CCn1c(SCC(=O)OCn2nnc3ccccc3c2=O)nc2ccccc2c1=O	1	-3	6	-1.6	-3	-6	-2.0	-2.7	-1.4

Some of these compounds in order of the GPR7 antag value, falling:
SMILES,GPR7 antag
Cc1onc(-c2ccccc2)c1C(=O)N1CCN(c2ncccn2)CC1,-1
CC1(C)CC(=O)C2=C(C1)Oc1nc3ccccc3cc1C2C(C#N)C#N (stereo unspecified),-6
O=C(COC(=O)CC12CC3CC(CC(C3)C1)C2)Nc1ncc(Cl)cc1Cl,-15

Next results follow:
SMILES	NS3 helicase inh	GalR3 antag	PHOSPHO1 inh	IMP-1 inhibitor	DNA FID counter	GPR7 antag	OXTR ag	VIM-2 inhibitor	V1aR counter
CCCCCC(=O)N/N=C(\C)c1ccc(N2CCCCC2)cc1	-2	3	23	-1.2	-15	4	-1.8	-5.8	0.2
CC(C)OP(=O)(OC(C)C)C(Nc1ccc([N+](=O)[O-])cc1)c1cccc([N+](=O)[O-])c1 (stereo unspecified)	-20	-5	11	-2.6	-17	-1	-3.0	-2.5	-0.1
CCOc1ccc(N2C(=O)Nc3ccc(Br)cc3C2(O)C(=O)NC(C)C)cc1 (stereo unspecified)	-6	-11	/	-3.6	-20	-7	-0.1	1.0	0.3
Cc1nnc(-c2ccccc2)nc1N(C)C	2	-6	8	-0.6	-1	-3	-0.5	-1.2	0.2
COc1ccccc1NC(=S)N=Nc1c(O)[nH]c2ccc(Br)cc12	-1	-2	16	-2.1	2	-15	-0.2	-1.5	-0.2
CC1=NN(c2nc(-c3ccccc3)cs2)C(=O)C1N=Nc1ccccc1 (stereo unspecified)	1	-2	-13	-1.7	-1	-7	-1.3	-4.7	-0.5
C=C(C)C1Cc2c(C)nn(-c3cc(C)c4ccccc4n3)c2C1 (stereo unspecified)	8	/	/	-0.2	-3	-11	/	-2.6	/
N#CCCN(C(=O)COC(=O)C1CCN(S(=O)(=O)c2cccs2)CC1)c1ccccc1	-1	-4	-22	-3.2	-14	-5	2.5	-1.6	2.1
CCn1ncc(CNC(=O)C2(C)CC2(Br)Br)c1C (stereo unspecified)	-10	-7	-11	-1.2	-5	0	0.5	-2.2	1.6
CC(C)(O)C(=O)NNC(=S)Nc1cccc(C(F)(F)F)c1	-1	-7	-44	-3.8	-3	-1	-0.4	-0.1	0.6
Cc1cc(NC(=O)CSc2nnc(-c3ccccc3)n2Cc2ccco2)no1	1	-5	54	-2.0	-21	14	-1.8	-2.2	-0.8
O=C(O)CN=C1NC2(CCCCC2)Cc2ccccc21	-9	-1	-3	-1.5	-2	-7	0.7	0.0	-0.1
Cc1cc(C(=O)NCC(=O)OCC(=O)NCCc2ccccc2)ccc1[N+](=O)[O-]	-5	9	25	-2.4	-5	5	0.1	-2.8	1.4
CCc1ccccc1NS(=O)(=O)c1cc(C)ccc1OC	-4	-5	29	-1.5	-9	-2	-2.2	-0.6	-1.6
COCCSc1nnc(NC(=O)CSCc2ccccc2)s1	1	-1	26	-2.6	-13	-3	-1.0	-2.3	0.5
